# Bioassay records (PubChem BioAssay)
# pPAFAH inh = pPAFAH enzyme inhibitors, primary screen, biochemical, fluorescence polarization, human; Platelet-activating factor acetylhydrolase (Homo sapiens), Q13093; recombinant pPAFAH, FP-rhodamine probe fluorescence polarization; inhibition, % at 3.39 µM; 1.5% of 330,000 active;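 active = inhibition above the mean inhibition across the screen plus 3 SD, cut at about 25% in these data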;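 also: inhibitors block binding of the rhodamine activity-based probe so polarization drops; 0% = enzyme with DMSO and 100% = wells lacking pPAFAH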
# BCLXL inh = inhibitors of human Bcl-xL, primary screen, biochemical, fluorescence polarization, HTS; Bcl-2-like protein 1 (Homo sapiens), Q07817; GST-Bcl-xL / FITC-Bim BH3 peptide fluorescence polarization; inhibition, % at 10.9 µM; 0.7% of 320,000 active; AID 2129, 2009;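 active = inhibition above the mean of all tested compounds plus 3 SD, cutoff set per campaign, cut at about 30% in these data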;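 also: 0% = DMSO wells and 100% = unlabeled Bim-BH3 peptide competitor; inhibitors lower millipolarization by displacing the labeled peptide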
# Target sequence (Q07817 whole entry, looked up): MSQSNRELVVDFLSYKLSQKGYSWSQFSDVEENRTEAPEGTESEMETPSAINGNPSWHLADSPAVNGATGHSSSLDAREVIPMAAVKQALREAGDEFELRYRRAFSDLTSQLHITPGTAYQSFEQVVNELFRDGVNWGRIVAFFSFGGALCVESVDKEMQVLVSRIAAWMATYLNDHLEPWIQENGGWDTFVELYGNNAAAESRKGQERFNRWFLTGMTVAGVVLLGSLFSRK
# PAFAH1B2 inh = PAFAH1B2 enzyme inhibitors, primary screen, biochemical, fluorescence polarization, human | AID 492953, 2010 | inhibition, % at 3.39 µM | 1.2% of 340,000 active | recombinant PAFAH1B2, FP-rhodamine activity probe | Platelet-activating factor acetylhydrolase IB subunit alpha2 (Homo sapiens), P68402;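 active = inhibition above the mean of all tested compounds plus 3 SD, cut at about 24% in these data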;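 also: 0% = enzyme with DMSO and 100% = wells lacking PAFAH1B2; many of its hits are not listed in these tables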
# Target sequence (P68402 whole entry, looked up): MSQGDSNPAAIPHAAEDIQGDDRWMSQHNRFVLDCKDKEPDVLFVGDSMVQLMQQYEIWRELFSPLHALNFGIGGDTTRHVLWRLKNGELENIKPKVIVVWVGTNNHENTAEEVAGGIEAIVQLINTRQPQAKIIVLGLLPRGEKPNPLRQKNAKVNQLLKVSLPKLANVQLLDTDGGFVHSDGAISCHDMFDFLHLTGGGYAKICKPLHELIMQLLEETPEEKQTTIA
# PME-1 inh = PME-1 inhibitors via competitive probe labeling, primary screen, biochemical, fluorescence polarization, FP-Rh probe, HTS. AID 2130, 2009. Protein phosphatase methylesterase 1 (Homo sapiens), Q9Y570. 0.53% of 320,000 active. recombinant PME-1. inhibition, % at 5.9 µM;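 active = inhibition above the campaign mean of all compounds plus 3 SD, cut at about 26% in these data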;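 also: competitive labeling of PME-1 active site by serine hydrolase directed probe; 0% = PME-1 with DMSO and 100% = wells lacking PME-1 enzyme; inhibitors block probe labeling so polarization falls and inhibition rises; many of its hits are not listed in these tables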
# MEX-5 binding = MEX-5 zinc finger RNA-binding disruptors – biochemical, C. elegans, fluorescence polarization, MLPCN library, primary screen. 0.38% of 300,000 active. AID 1832, 2009. Zinc finger protein mex-5 (Caenorhabditis elegans), Q9XUB2. MEX-5/FITC-TCR2 RNA binding; active compounds read low. activity score (negative = inhibition of binding), % at 10 µM;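 active = inhibition past about -25% in most replicates, and total fluorescence under double the plate's negative control median, limit read from the data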;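 also: 0% = DMSO and -100% = 5 µM competing unlabeled TCR2 RNA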
# Target sequence (Q9XUB2 whole entry, looked up): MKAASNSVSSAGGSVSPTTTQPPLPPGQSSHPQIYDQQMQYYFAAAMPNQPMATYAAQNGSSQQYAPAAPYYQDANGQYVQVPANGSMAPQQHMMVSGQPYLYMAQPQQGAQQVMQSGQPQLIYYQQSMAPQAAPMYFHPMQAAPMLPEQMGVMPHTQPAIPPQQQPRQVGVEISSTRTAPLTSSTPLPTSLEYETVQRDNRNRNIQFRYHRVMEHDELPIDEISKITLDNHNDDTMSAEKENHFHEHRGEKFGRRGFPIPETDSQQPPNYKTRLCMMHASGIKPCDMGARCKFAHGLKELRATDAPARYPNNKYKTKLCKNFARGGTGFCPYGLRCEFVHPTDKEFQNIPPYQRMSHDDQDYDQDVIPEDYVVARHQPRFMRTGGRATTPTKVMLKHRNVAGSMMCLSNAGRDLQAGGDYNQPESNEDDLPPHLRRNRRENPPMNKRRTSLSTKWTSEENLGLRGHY
# GLD-1 TGE inh = GLD-1/TGE RNA complex disruptors, primary screen, biochemical, fluorescence polarization. 0.44% of 320,000 active. purified GLD-1 + fluorescein TGE RNA. AID 2280, 2010. inhibition, % at 5.96 µM. Female germline-specific tumor suppressor gld-1 (Caenorhabditis elegans), Q17339;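 active = percent inhibition above a per-plate cutoff, the plate mean of test compounds plus 3 SD, cut at about 30% in these data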;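 also: 0% = DMSO wells with GLD-1 and probe and 100% = wells lacking GLD-1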
# AHR activator = AHR activators, primary screen, cell-based, luminescence, luciferase reporter, human. activation, % at 5 µM. AHR-responsive luciferase reporter cells. 2.5% of 320,000 active. Aryl hydrocarbon receptor (Homo sapiens), P35869; in the data active = activation above about 47%;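 also: 0% = vehicle wells and 100% = reference agonist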
# Fam108B inh = mouse Fam108B serine hydrolase inhibitors, primary screen, counter-screen for RBBP9 inhibitor project, biochemical, fluorescence polarization; recombinant Fam108B, FP-Rh probe fluorescence polarization; inhibition, % at 9.51 µM; 0.33% of 300,000 active;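 active = inhibition above the screen mean inhibition plus 3 SD, computed separately per campaign, cut at about 18% in these data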;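 also: inhibitors lower polarization as less probe binds the enzyme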
# MCL1-BIM inh = inhibitors of MCL1 binding to BIM-BH3, primary screen, biochemical, fluorescence polarization; Induced myeloid leukemia cell differentiation protein Mcl-1 (Homo sapiens), Q07820; GST-MCL1 / FITC-Bim-BH3 fluorescence polarization; inhibition, % at 10.9 µM; 0.68% of 320,000 active; AID 2057, 2009;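 active = inhibition above the mean inhibition of all tested compounds plus 3 SD, set per campaign, cut at about 40% in these data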;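 also: 0% = DMSO wells and 100% = unlabeled Bim-BH3 peptide control; higher means more loss of mP so more displacement of Bim peptide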
# Active calls of the source: *; . = not tested or not shown.
SMILES,pPAFAH inh,BCLXL inh,PAFAH1B2 inh,PME-1 inh,MEX-5 binding,GLD-1 TGE inh,AHR activator,Fam108B inh,MCL1-BIM inh
CCCc1[nH]nc2c1C(c1ccccc1OC)C(C#N)=C(N)O2 (stereo not given),3,3,5,2,3.9,1,3,1,-2
COc1ccc(NS(=O)(=O)c2cc(NC(=O)c3ccc(C)s3)ccc2N2CCOCC2)cc1,27*,-6,0,-25,-1.3,5,4,-20,0
CCS(=O)(=O)Nc1cc(OC)c(OC)cc1Cc1nccc2cc(OC)c(OC)cc12,3,7,5,5,-3.8,-3,1,0,6
O=C(COc1ccc(S(=O)(=O)N2CCCCC2)cc1)N1CCCCCC1,9,2,5,3,.,-7,-1,-4,-3
Cc1ccc(-c2nnn(CC(=O)NCCc3ccc4c(c3)OCO4)n2)o1,3,5,12,0,-2.9,-5,9,-1,7
O=C(N/N=C/C1CC2CCC1C2)C1CC1 (stereo not given),3,-1,5,2,0.3,0,46,1,2
CCC(=O)NC(=S)Nc1ccc(S(=O)(=O)NC2CCCCC2)cc1,4,4,4,10,0.9,5,-1,3,6
COC(=O)C1SCC2C(=O)N(Cc3ccc(Cl)cc3)CC(=O)N21 (stereo not given),2,2,3,-4,1.3,1,1,0,6
CC(=O)Nc1cccc(-c2csc(Nc3ccc(C)cn3)n2)c1,19,2,4,8,-1.0,-7,145*,3,0
CCS(=O)(=O)N1Cc2ccccc2CC1C(=O)Nc1nc2ccc(F)cc2s1 (stereo not given),9,-1,-3,-13,0.8,-2,-3,-4,-13
NC1=NC(=O)/C(=C/c2cn(CCC(=O)O)nc2-c2ccc(F)cc2)S1,0,2,48*,-3,2.4,-3,3,0,8
CC1=[N+]([O-])C(C)(C)C(c2ccc(Br)cc2)=[N+]1[O-],4,2,3,-3,0.3,-4,1,-1,-6
O=C(NC1CCCC1)C(c1ccncc1)N(C(=O)c1csnn1)c1cccc(Cl)c1 (stereo not given),4,2,4,2,-1.5,-1,1,0,29
Cc1cc(C(=O)CSc2ncccn2)c(C)n1-c1cccc(F)c1,7,5,4,-1,-1.5,3,-2,-1,2
CC(C)Cc1csc(NC(=O)c2ccccc2Cl)c1C(=O)O,0,9,2,-7,-0.1,-2,0,2,21
O=C(Nc1ccc2c(c1)OCCO2)C(=O)c1c[nH]c2ccccc12,0,-2,-3,-11,0.7,2,3,1,7
CCCCc1nc(N)c(C#N)c(-c2ccco2)c1CCC,2,-3,1,2,-1.3,3,2,-1,-5
Cc1cc(S(=O)(=O)Nc2c(C)nc3nc[nH]n3c2=O)ccc1F,-1,1,7,1,0.3,-2,2,-5,0
CCOC(=O)c1c(NC(=O)/C=C\C(=O)O)sc(C)c1-c1ccccc1,19,12,9,-1,-1.7,2,1,0,5
COc1ccc(N(CC(=O)Nc2cccc([N+](=O)[O-])c2C)S(C)(=O)=O)cc1OC,-2,3,4,2,0.5,1,0,-5,9
CCCC(C)C(=O)Nc1ccc(S(N)(=O)=O)cc1 (stereo not given),0,-2,1,-5,-0.3,0,1,1,-2
CC1=C([N+](=O)[O-])C(c2ccccc2)NC(=O)N1 (stereo not given),5,1,7,-3,0.9,0,2,4,-4
COc1cccc(Nc2nnc(SCN3C(=O)c4ccccc4C3=O)s2)c1,-2,-4,0,-7,-1.4,-1,16,1,-20
O=C(O)[C@@H]1CCCN1C(=O)c1ccco1,5,0,3,4,0.1,-3,-3,1,-7
COc1ccc(NS(=O)(=O)c2cccc(C(=O)NN=Cc3cc(Br)c(O)c(Br)c3)c2)cc1,61*,.,10,.,.,-4,2,.,.

# New compounds follow:
SMILES,pPAFAH inh,BCLXL inh,PAFAH1B2 inh,PME-1 inh,MEX-5 binding,GLD-1 TGE inh,AHR activator,Fam108B inh,MCL1-BIM inh
O=C(Nc1ccc(OC(F)F)cc1)c1cc(S(=O)(=O)N2CCCCC2)ccc1N1CCOCC1,-2,-9,-2,-2,.,-1,0,.,-7
C=CCn1c(SCC(=O)c2ccc(O)c(O)c2)nnc1-c1cccc(C)c1,35*,8,9,1,.,-2,2,.,24
CCCCSc1nnc(NC(=O)CCc2ccccc2)s1,2,2,2,3,-2.3,-2,13,-3,1
CCOC(=O)C(NC(=O)c1ccc(OC)cc1)(Nc1cc(C)on1)C(F)(F)F (stereo not given),3,-1,6,-4,-1.8,-2,3,2,-3
COc1ccccc1CN(C)C(=O)c1cc(C)nc2ccccc12,0,5,2,0,0.7,-3,4,1,5
CCCCNc1cc(=O)n(C)c(=O)[nH]1,-8,6,3,5,-0.3,-7,2,0,3
CCN1CCN(c2nc(Nc3ccc(OC)cc3)nc(N)c2[N+](=O)[O-])CC1,0,2,.,-5,1.4,2,5,-2,5
CCCc1nc2ccccc2c(=O)n1-c1ccc(C(=O)OCC)cc1,4,3,1,-7,0.3,6,0,0,-1
CCC(=O)NNc1cccc(Cl)n1,-3,2,0,0,2.6,-1,2,2,0
O=c1c2ccccc2nc(-c2ccc(F)cc2)n1NCc1ccccc1O,7,3,9,3,1.6,8,0,1,0
CC1CCCCC1NC(=O)COC(=O)c1ccc2ccccc2n1 (stereo not given),27*,2,2,5,-3.1,-1,6,-1,9
Cc1cccn2c(N)c(-c3ccccc3)nc12,5,23,1,1,0.3,12,37,0,24
Cc1ccccc1NC(=O)COC(=O)c1cccc(S(=O)(=O)N2CCCCC2)c1,8,5,2,1,.,-4,0,.,0
O=C(COc1cc(Cl)c(Cl)cc1Cl)NC(=O)Nc1ccc2c(c1)OCCO2,1,-2,1,1,-0.4,2,5,4,-5
CN(c1ccccc1)S(=O)(=O)c1cccc(C(=O)Nc2nn[nH]n2)c1,-2,8,11,-2,0.2,5,0,-7,1
COc1ccc(OC)c(C(=O)c2coc3cc(Br)c(O)c(Br)c23)c1,3,10,3,6,1.2,-2,4,1,9
COc1ccc(C2=NS(=O)(=O)N(C)C(C(=O)Nc3ccc(F)cc3F)=C2)cc1,5,6,2,-4,0.5,4,3,1,0
CCOC(=O)C1C(=O)C=C(c2ccc(C)cc2)CC1c1cccc([N+](=O)[O-])c1 (stereo not given),12,4,3,2,1.6,0,5,-1,1
O=C(C(=O)N1CC=C(c2ccccc2)CC1)c1c[nH]c2ccccc12,4,3,4,0,1.5,1,10,-8,-1
Cc1ccc2nc(-c3ccc(NC(=O)CCN4C(=O)c5ccccc5C4=O)cc3)sc2c1,1,-1,4,1,-0.4,6,16,-3,-7
CCOC(=O)C1=C(c2ccccc2)NC(=S)NC1c1ccc(Cl)c([N+](=O)[O-])c1 (stereo not given),1,-3,.,18,-0.3,3,10,1,-1
CC1CCN(C(C)C(=O)Nc2ccc(S(=O)(=O)N3CCCC3)cc2)CC1 (stereo not given),2,2,11,0,.,10,0,.,3
O=C(NCCOc1ccccc1Cl)c1cc(F)c(F)cc1Cl,0,3,1,2,0.7,4,8,-3,3
O=C(CNC(=O)c1ccc(Br)o1)NCc1ccc2c(c1)OCO2,3,4,-2,1,2.1,-11,3,0,-5
COc1ccccc1NC(=O)Nc1ccnn1C1CCCCC1,0,6,8,0,-1.9,5,7,1,6

# Following part
SMILES,pPAFAH inh,BCLXL inh,PAFAH1B2 inh,PME-1 inh,MEX-5 binding,GLD-1 TGE inh,AHR activator,Fam108B inh,MCL1-BIM inh
CC(=O)c1c(C)nc2ccccn12,0,1,-1,-1,0.9,1,0,3,4
COc1ccc(/C=C/c2nc3cc(-c4ccccc4)ccc3o2)cc1O,16,0,4,-3,.,5,3,9,-2
Cc1ccc2cc(CN(CC3CCCO3)S(=O)(=O)c3c(C)ccc4nsnc34)c(=O)[nH]c2c1 (stereo not given),3,1,7,0,0.1,6,8,-1,5
CCCn1c(=O)[nH]c(=O)c2c1nc(-c1ccc(OC(F)(F)C(F)C(F)(F)F)cc1)n2CCOC (stereo not given),-5,3,1,1,1.2,1,4,-3,5
COc1ccc(Br)cc1S(=O)(=O)N1CC(C)OC(C)C1 (stereo not given),-3,3,1,-4,-1.3,-3,7,-3,-2
Cc1csc(NC(=O)c2cc(-c3ccncc3)nc3ccccc23)n1,6,0,0,-2,0.7,-1,28,0,-4
O=C(NCc1cccnc1)C1CCC(CNS(=O)(=O)c2ccc(Cl)cc2)CC1 (stereo not given),14,-1,14,-7,0.0,1,0,0,1
CN(CC(=O)Nc1ccc(F)c(Cl)c1)S(=O)(=O)c1cccc2nsnc12,6,3,-4,5,-1.6,-6,6,-2,0
CC(C)CNC(=O)c1cccc(NC(=O)CCc2ccccc2)c1,5,7,6,1,-0.4,2,-3,2,7
CCn1c(O)c(N=NC(=O)Cc2csc(N3CCOCC3)n2)c2ccccc21,7,8,0,-1,-3.5,-2,22,-1,4
Cc1ccccc1OCCC(=O)Nc1ccc(F)c(Cl)c1,0,2,3,0,-0.5,0,-1,1,2
O=S(=O)(Nc1nccs1)c1ccc2c(c1)OCCO2,3,6,8,-3,0.2,3,0,1,13
CCN(Cc1ccccc1)S(=O)(=O)c1ccc(C(=O)N(CCCN(C)C)c2nc3cc4c(cc3s2)OCO4)cc1,0,6,3,2,1.2,-3,-8,-1,3
Cc1coc2cc3oc(=O)cc(C)c3cc12,-3,8,1,2,2.0,0,0,0,9
CC1CCC(N2CCN(S(C)(=O)=O)CC2)CC1 (stereo not given),1,4,12,-1,-1.5,6,2,-2,5
COc1ccc(-c2nnn(CCc3nn[nH]n3)n2)cc1,1,11,-1,1,0.2,-6,2,2,1
COc1ccccc1Nc1ncnc2nc[nH]c12,6,5,1,1,-0.2,-1,8,-1,9
COC(=O)C1CCN(Cc2cn(-c3ccccc3)nc2-c2ccc3c(c2)OCO3)CC1,6,5,-1,-3,0.5,6,10,0,7
CCC(CC)COC(=O)C1=C(C)NC(=O)NC1c1ccc2c(c1)OCO2 (stereo not given),2,5,20,0,0.5,1,-1,-1,6
Cc1ccc2[nH]c3c(c2c1)CCCC3C(N)=O (stereo not given),2,19,1,-2,-3.5,27,20,-7,25
COC(=O)c1ccc(COc2ccc(C(C)(C)C)cc2)o1,4,-1,9,-5,-0.6,1,4,1,4
CCOc1ccccc1NC(=O)c1cc(-c2ccccn2)nc2ccccc12,-2,0,1,4,.,4,71*,.,-3
CCCCC(=O)Nc1cccc(NC(=O)c2cccnc2Cl)c1,1,5,4,-1,-0.3,-5,1,-5,3
Cc1ccc(NC(=O)CN(C)C(=O)CSc2nnc(N)s2)cc1,2,-5,-1,5,.,2,0,.,-11

# No new results follow: entries from further up.
SMILES,pPAFAH inh,BCLXL inh,PAFAH1B2 inh,PME-1 inh,MEX-5 binding,GLD-1 TGE inh,AHR activator,Fam108B inh,MCL1-BIM inh
CC(=O)c1c(C)nc2ccccn12,0,1,-1,-1,0.9,1,0,3,4
COc1ccc(/C=C/c2nc3cc(-c4ccccc4)ccc3o2)cc1O,16,0,4,-3,.,5,3,9,-2
Cc1ccc2cc(CN(CC3CCCO3)S(=O)(=O)c3c(C)ccc4nsnc34)c(=O)[nH]c2c1 (stereo not given),3,1,7,0,0.1,6,8,-1,5

# The list is partial; the hit share may differ from the screen's.
